Source: PubChem BioAssay
EBV gp42 block = blocks Epstein-Barr virus glycoprotein 42 binding. Fluorescence polarization binding assay, mP read-out. inhibition, % (tested at 21.74 µM). 220,000 tested, 0.42% active; in the data active means inhibition above about 50%
KLK5 inh = blocks human kallikrein 5 protease activity | inhibition, % at 5 µM | Q9Y337 | 210,000 tested, 0.59% active | recombinant hK5, fluorogenic AMC substrate cleavage;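 active means inhibition of 40% or more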;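 further: 0% = enzyme controls without compound and 100% = no-enzyme blanks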
Rad51 HR inh = blocks human Rad51 in homologous recombination | Q06609 | hRad51 DNA strand exchange, fluorescence dequenching | 200,000 tested, 0.085% active | inhibition, % at 10 µM;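 active means inhibition above 40% at the single screening dose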;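 further: 0% = DMSO control wells and 100% = blanks with heterologous ssDNA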
Target sequence (Q06609 whole entry, looked up): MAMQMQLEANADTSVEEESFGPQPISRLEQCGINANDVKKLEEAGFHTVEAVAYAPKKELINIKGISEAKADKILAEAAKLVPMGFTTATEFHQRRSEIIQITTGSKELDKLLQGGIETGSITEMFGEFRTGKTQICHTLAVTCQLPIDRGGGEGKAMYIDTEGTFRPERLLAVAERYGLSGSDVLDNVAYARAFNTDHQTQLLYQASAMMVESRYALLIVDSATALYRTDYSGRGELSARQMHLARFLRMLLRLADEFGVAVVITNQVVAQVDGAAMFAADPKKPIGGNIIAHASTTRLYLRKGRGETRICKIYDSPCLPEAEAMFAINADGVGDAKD
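System: human Rad51 nucleoprotein filaments preassembled on unlabelled ssDNA. Reagent: labelled 47-mer dsDNA for strand exchange. Schedule: 30-min compound preincubation and 15-min exchange, both room temperature. Measured by: FRET fluorescence dequenching, excitation 485 nm, emission 520 nm. Read-out: Fluorescence-based percent inhibition, control- and blank-normalised. Benchmarks: plate controls and plate blanks.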
p47phox inh = p47phox (human) inhibition. AID 1274. 220,000 tested, 0.53% active. P14598. inhibition, % at 24.7 µM. p47phox/p22phox peptide binding, fluorescence polarization, 2 h;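 further: 0% = p47phox with labelled peptide and 100% = labelled peptide alone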
eIF4E 4G PPI = eIF4E/eIF4G interaction inhibition in translation initiation. P63073+Q04637. TR-FRET eIF4E-eIF4GI(517-606) binding, 2 h. inhibition, % at 21.7 µM. 220,000 tested, 0.37% active;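 further: 0% = full FRET control wells and 100% = background wells lacking eIF4GI fragment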
thrombin 1536 = inhibitors of human thrombin | alpha-thrombin, Boc-VPR-AMC fluorogenic substrate cleavage | inhibition, % at 5 µM | 220,000 tested, 0.26% active | P00734;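 active means inhibition at or above 40%; inactive means inhibition below 40%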;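 further: 0% = enzyme with no compound and 100% = wells without enzyme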
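System: human alpha-thrombin protein; Compound dosing: one concentration per compound, 5 µM, with 0.2% DMSO; Timing: reaction at room temperature; Technique: AMC fluorescence, 355/460 nm; Controls: enzyme without compound as high, wells lacking enzyme as low.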
14-3-3 Bad inh = disrupts binding of bovine 14-3-3 zeta to phospho-Bad peptide; AID 781; 220,000 tested, 0.71% active; P63103; inhibition, % at 21.7 µM; TR-FRET 14-3-3zeta/Dy647-pBad peptide displacement, 1 h;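 active means inhibition above about 70%, limit read from the data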;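 further: 0% = full 14-3-3 plus peptide FRET controls and 100% = background without 14-3-3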
Cl transport mod = modulates chloride dependent transport by human KCC2; KCC2 cells, thallium flux FluoZin-2 fluorescence; Q9H2X9; 190,000 tested, 2.2% active; AID 1456; B-score of Tl+ flux slope (higher = more flux/activation; lower = inhibition) at 10 µM;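 active means thallium flux slope and its plate-corrected score both differing from the plate sample mean at a set confidence after two filtering rounds, in either direction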;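 further: slope of fluorescence scaled to starting intensity during 10 to 20 s after thallium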
Furin inh = blocks human furin protease activity | P09958 | purified furin, fluorogenic substrate cleavage | inhibition, % at 30 µM | 220,000 tested, 0.061% active; in the data active means inhibition above about 25%; further: inactives centre near -15
Target sequence (P09958 108-714 limits assumed): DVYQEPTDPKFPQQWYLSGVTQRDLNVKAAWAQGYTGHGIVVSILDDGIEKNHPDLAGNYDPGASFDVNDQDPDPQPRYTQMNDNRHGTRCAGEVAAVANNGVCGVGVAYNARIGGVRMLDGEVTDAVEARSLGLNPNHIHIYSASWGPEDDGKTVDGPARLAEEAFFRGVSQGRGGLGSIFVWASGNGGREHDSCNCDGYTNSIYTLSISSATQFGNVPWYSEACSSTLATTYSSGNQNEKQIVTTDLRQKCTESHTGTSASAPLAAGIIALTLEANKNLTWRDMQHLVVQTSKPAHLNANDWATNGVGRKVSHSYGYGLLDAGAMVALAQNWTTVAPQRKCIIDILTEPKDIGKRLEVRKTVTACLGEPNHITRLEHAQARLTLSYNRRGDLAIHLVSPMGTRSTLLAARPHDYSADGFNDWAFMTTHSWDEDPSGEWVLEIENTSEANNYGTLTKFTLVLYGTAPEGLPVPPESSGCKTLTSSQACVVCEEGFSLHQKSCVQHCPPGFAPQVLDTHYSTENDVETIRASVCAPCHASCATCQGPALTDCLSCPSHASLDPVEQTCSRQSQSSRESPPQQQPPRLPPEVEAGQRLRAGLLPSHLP
* marks the source's active call; other numbers are inactive results; / = no result given; + = active, no number; [ ] = dose if it differs, or a comment.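 How the source made its calls, unless noted: active means inhibition above about 30% (limit read from the data); inactive means the rest.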 Compounds were not picked by outcome (roughly 4.7% active in at least one column).

SMILES	EBV gp42 block	KLK5 inh	Rad51 HR inh	p47phox inh	eIF4E 4G PPI	thrombin 1536	14-3-3 Bad inh	Cl transport mod	Furin inh
CN(C)S(=O)(=O)c1cccc(C(=O)OCC(=O)NCc2ccc3c(c2)OCO3)c1	5	1	7	4	-1	-12	11	0.9	-3
COc1nc(OC)nc(N2CCC(C(=O)NCC3CCCCC3)CC2)n1	-7	-20	-7	-1	5[fluorescence artefact?]	-2	-8[fluorescence artefact?]	-2.1	-31
CC1CCN(C(=O)CSc2nnc(-c3cc4ccccc4cc3O)n2Cc2ccco2)CC1	2	2	1	-14	-3	0	3	-1.6	-11
CN(C)C=NC(=O)c1cn(-c2ccc(F)cc2)c(=O)c2ccccc12	-9	2	-7	2	4	-6	6	/	-12
Cc1ccc(S(=O)(=O)/C(C#N)=C/c2c(N3CCC(C(N)=O)CC3)nc3ccccn3c2=O)cc1	-16	8	-2	-10	7	6	3	-0.34	-2[20 µM]
CCCCn1c(NS(=O)(=O)c2ccccc2)c(S(=O)(=O)c2ccc(C)cc2)c2nc3ccccc3nc21	7	-10	-2	-12	6	-4	15	-7.1*	1
O=C(NNC1=NCCC1)C1CC1	-1	-7	-1	6	-1	-1	6	0.9	-19
Nc1cc(C(=O)O)c(N)c2c1C(=O)c1ccccc1C2=O	119*	4	-22	+	-6	10	6	-0.19	-18
Cc1nc2c3cc(Cl)ccc3n(CCN3CCOCC3)c2s1	2	-2	/	-1	0	-10	-4	-0.1	-2
O=C(N/N=C/c1ccccn1)c1ccccc1	-10	-9	18	20	1	-2	-1	1.4	-4
CC1(C)CC(=O)C(C(=O)Cc2ccccc2[N+](=O)[O-])C(=O)C1	-19	-7	2	-7	-5	-2	-1	-0.39	-19
CCOc1ccc(NC(=O)CSc2nnc(C34CC5CC(CC(C5)C3)C4)n2C)cc1	-15	-4	5	-7	-3	-6	2	/	3[20 µM]

Random excerpt: five entries already listed, in no set order.
SMILES	EBV gp42 block	KLK5 inh	Rad51 HR inh	p47phox inh	eIF4E 4G PPI	thrombin 1536	14-3-3 Bad inh	Cl transport mod	Furin inh
CC1(C)CC(=O)C(C(=O)Cc2ccccc2[N+](=O)[O-])C(=O)C1	-19	-7	2	-7	-5	-2	-1	-0.39	-19
COc1nc(OC)nc(N2CCC(C(=O)NCC3CCCCC3)CC2)n1	-7	-20	-7	-1	5[fluorescence artefact?]	-2	-8[fluorescence artefact?]	-2.1	-31
Nc1cc(C(=O)O)c(N)c2c1C(=O)c1ccccc1C2=O	119*	4	-22	+	-6	10	6	-0.19	-18
O=C(NNC1=NCCC1)C1CC1	-1	-7	-1	6	-1	-1	6	0.9	-19
CN(C)C=NC(=O)c1cn(-c2ccc(F)cc2)c(=O)c2ccccc12	-9	2	-7	2	4	-6	6	/	-12

(continued)
SMILES	EBV gp42 block	KLK5 inh	Rad51 HR inh	p47phox inh	eIF4E 4G PPI	thrombin 1536	14-3-3 Bad inh	Cl transport mod	Furin inh
COC(=O)c1ccc[n+](CC(=O)c2ccc(Br)cc2)c1	-16	-17	-8	1	-1	-8	10	-0.46	-9
COc1ccc(C(=O)NCCc2c[nH]c3ccccc23)cc1S(=O)(=O)N1CCOCC1	0	3	0	-2	-2	-12	3	/	-19
COc1ccc(CC(=O)NC2CCN(Cc3nnnn3C(C)(C)C)CC2)cc1OC	1	17	0	5	-1	25	24	1	-14
Cc1cn2c(N)c(/C=C3\C=Nc4ccccc43)c(=O)nc2s1	19	1	-15	-43	-29	-7	40	-0.59	-20
O=C(Nc1cc(Cl)cc(Cl)c1)c1cnn2cccnc12	-21	69*	-14	-59	8[fluorescence artefact?]	24	31	/	-13[20 µM]
CCOC(=O)c1ccc(N2C(=O)c3n[nH]c(-c4ccco4)c3C2c2cccc([N+](=O)[O-])c2)cc1 (stereo not drawn)	-3	10	10	-21	17[fluorescence artefact?]	-2	-16	-0.41	-16
CCOc1ccccc1OCc1nn2c(COc3ccccc3)nnc2s1	-23	2	5	-16	32*	-1	-8	-1.2	-15[20 µM]
O=C(Nc1ccccc1-c1nc2ccccc2[nH]1)c1sc2ccccc2c1Cl	-21	-20	3	-71	10	-14	34[fluorescence artefact?]	-0.45	-9
S=C(Nc1cc(Cl)ccc1Cl)Nn1cnnc1	-23	0	7	-17	0	-1	4	2.4	-21
COc1ccc(C(=O)Oc2cccnc2)cc1OC	-20	-18	2	-10	-5[fluorescence artefact?]	2	73*	/	-5[20 µM]
CCCCCC(=O)Nc1c(-c2cccs2)c(=O)c2ccccc2n1C	-3	-6	0	-8	4	-1	-7	/	-29[20 µM]
Cc1cc(-c2[nH]nc3c2C(c2ccsc2)C(C#N)=C(N)O3)c(C)s1 (stereo not drawn)	-4	-61	/	-24	-7	2	0	1.7	-12[20 µM]
CC(O)C(=O)N/N=C/c1cccc(Cl)c1Cl (stereo not drawn)	-11	23	-9	-2	/	18	/	0.73	-7[20 µM]
C=CCn1c(NCc2ccc3c(c2)OCO3)nc2ccccc21	-14	-10	-3	-6	-5	9	8	-0.23	-24
CCOc1ccc(N2C(=O)CC(SC(=NC)Nc3cccc(OC)c3)C2=O)cc1 (stereo not drawn)	-16	1	18	-7	-1	-1	-6	0.017	-33
CCOC(=O)c1c(N)sc2c1C1CCN2CC1	-24	5	15	-8	-9[fluorescence artefact?]	4	69[fluorescence artefact?]	1.2	-22
COc1ccc(S(=O)(=O)N2CCOCC2)cc1NC(=O)COc1cccnc1[N+](=O)[O-]	-15	0	-4	-8	-4	10	-11	-0.66	-25
Nc1nnc(SCC(=O)Nc2ccccc2)s1	-2	-3	10	-7	4	-2	-7	0.16	-29
O=C(N/N=C/c1cccc(Oc2ccc([N+](=O)[O-])cc2[N+](=O)[O-])c1)c1cncc(Br)c1	-23	-18	2	-13	-10	4	-8	0.83	-9[20 µM]
CCc1ccc(-c2cn3nc(-c4ccccc4)cnc3n2)cc1	-14	0	14	-23	-4	-1	4	0.84	-14
CC1CC(=O)N(Cc2ccccc2)c2ccccc2N1C=O (stereo not drawn)	-1	0	0	4	-5	-2	-1	0.78	-13
CCOc1ccc(/C=C2\SC(=O)N(CCNC(=O)C3COc4ccccc4O3)C2=O)cc1OC (stereo not drawn)	-9	-17	-1	-16	1	-1	-18	0.83	-25
COc1ccc(-c2[nH]nc3c2C(c2ccsc2)C(C#N)=C(N)O3)cc1 (stereo not drawn)	-9	81*	7	-3	12	4	-16	-0.22	-13[20 µM]
O=C(COC(=O)Cc1cccc(C(F)(F)F)c1)Nc1ccccc1	-5	-5	-2	-2	6	-1	2[fluorescence artefact?]	0.03	-20
O=C(O)c1ccc(-n2cccc2/C=C2/NC(=O)N(c3cccc(Cl)c3)C2=O)cc1	33	-5	-1	-26	38*	4	80*	-1.2	-3
Cc1[nH]oc(=O)c1N=Nc1ccccc1	-15	-9	3	-13	13	-1	1	0.074	4
Cc1ccc(CSCCNC(=O)/C=C/c2ccc(Cl)cc2)cc1	1	3	-12	-11	-4	-3	11	-1.7	-22
Cn1c(=O)[nH]c(=O)c2c1nc(N1CCOCC1)n2CCCSc1ncccn1	-10	2	9	-14	6	0	-11	0.65	-12
COc1ccc(OC)c(NC(=O)C2CCCN2C(=O)C2CCC(C)CC2)c1 (stereo not drawn)	5	-24	-8	-14	-1	-5	-4	0.31	-12
CCn1cc(C(=O)NNC(=O)c2ccc(Cl)cc2)c(=O)c2ccc(C)nc21	-5	-6	13	-16	0	-8	-18	0.067	-12
COc1ccc(CNC(=O)COc2cc(=O)n(C)c3ccccc23)cc1	-8	0	9	7	-2	-7	-12	-0.47	-31
COc1ccc(N2CCN(c3ncccc3C#N)CC2)cc1	-4	-6	-2	-9	6	-4	-5	-0.73	-8
O=C(Cn1cc([N+](=O)[O-])cn1)Nc1ccn(Cc2c(F)c(F)cc(F)c2F)n1	-15	-8	-20	-3	-3	3	-10	0.94	-3[20 µM]
Cc1ccc(NC(=O)C(SCC(=O)O)c2ccccc2)cc1C (stereo not drawn)	-7	-10	-1	2	/	0	/	/	-8[20 µM]
CSc1ccccc1-c1nnc(-c2ccc(Cl)cc2Cl)o1	-17	-12	/	1	1	-1	4[fluorescence artefact?]	/	-14[20 µM]
Cc1cc(C)c(NC(=O)C2CCCN2CCOC(=O)c2cccc([N+](=O)[O-])c2)c(C)c1 (stereo not drawn)	-5	-5	2	-2	-1	-4	17[fluorescence artefact?]	-0.13	-24
Cc1ccc(NC(=O)COc2cccnc2[N+](=O)[O-])cc1S(=O)(=O)N1CCOCC1	-1	-22	-1	-7	3	1	-5	0.8	-24
COc1ccc(/C=C2/N=C(SC)NC2=O)cc1OC	3	19	1	-13	-2	-3	-2	-0.68	-9
CC1CCCN(C(=O)CSc2nnc(-c3c[nH]c4ccccc34)o2)C1 (stereo not drawn)	-15	-4	-2	-4	7	0	6	-3.8*	-20
FC(F)(F)c1cccc(NC(=S)NCc2ccccc2)c1	-13	-20	-6	-8	6	-4	-4	0.7	-22[20 µM]
CSc1nsc(SC)c1NC(=O)OCC1CCCO1 (stereo not drawn)	1	-1	-8	9	-3	2	-12	-2.7	2
CCOC(=O)Nc1ccc2c(c1)N(C(=O)N(C)C)c1ccccc1CC2	1	-24	-6	-5	5	1	5	-0.34	-14
CCCNC(=O)OCc1cccnc1Sc1ccc(C)cc1	-13	-2	4	0	-5	1	5	-2	-8
COc1ccc(C(=O)CN(C(=O)c2ccc(Cl)cc2)N2C(=O)c3ccccc3C2=O)cc1	-6	1	4	3	-7	2	10[fluorescence artefact?]	/	-3[20 µM]
O=c1c2cc(Cl)ccc2nc(-c2ccc(Cl)c(Cl)c2)n1O	-15	-8	24	-48	2	-3	4	/	-26
CCCOc1ccc([N+](=O)[O-])cc1C1NC(=S)NC(c2ccccc2)=C1C(=O)OCC (stereo not drawn)	3	-11	-6	-9	6	1	4	0.096	1
COc1nc(OCCNS(=O)(=O)c2ccc(C)cc2)nc(N(C)C)n1	-13	5	15	-4	8	2	3	0.14	-31
Cc1ccc(C(=O)O)cc1-c1ccc(/C=C2\SC(=O)N(CC(=O)Nc3ccccc3)C2=O)o1	0	-8	-59	-66	6	-5	34	-1.3	-1
Cc1cccc2cc(C(c3nnnn3C(C)(C)C)N3CCN(C(=O)c4ccco4)CC3)c(=O)[nH]c12 (stereo not drawn)	-9	11	-4	-3	-3	-1	79*	1.5	-17[20 µM]
Cn1c(NC(=O)C[n+]2cc(-c3ccc(F)cc3)n3c2CCC3)cc(=O)n(C)c1=O	-18	-13	-4	-12	1	-1	0	0.14	-1
CCOc1ccc2nc3c(cc2c1)CN(CCOC)C(=NC)S3	-10	-7	-2	-11	-1[fluorescence artefact?]	-2	0	0.22	-23[20 µM]
COC(=O)CCCC1=CC2=CC(=O)C(C)(OC(=O)c3cccs3)C(=O)C2=CN1CCCCO (stereo not drawn)	9	3	7	-3	0	0	1	0.75	-6
CSCCC(NC(N)=O)C(=O)N(C)CC(=O)Nc1cc(C)ccc1C (stereo not drawn)	-21	-10	0	-6	3	0	13	/	4[20 µM]
CC(C)c1nc2oc3ccccc3c(=O)c2c(=O)n1-c1ccccc1	-2	0	3	-3	-6	-4	16	-2	-12[20 µM]
CCC(Sc1nc(-c2ccccc2)c(C#N)c(=O)[nH]1)C(=O)Nc1cc(C)on1 (stereo not drawn)	-14	0	-4	-9	1[fluorescence artefact?]	-5	12[fluorescence artefact?]	-0.41	-5
